Bioassay records from PubChem.
phage Ecoli inh: E. coli growth loss with phage present; growth absorbance; inhibition, % at 11.9 µM; 360,000 tested, 0.26% active; in the data active means inhibition above about 11%
Wnt act: activators of Wnt/beta-catenin signaling; Wnt/beta-catenin reporter cell assay, activator, plate reader; activation, % at 9.35 µM; 300,000 tested, 1.2% active; AID 743398; in the data active means activation above about 30%, passing the limit was not always enough; inconclusive means no clear call, values can overlap the other calls;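 further: 0% = neutral control wells and 100% = positive control wells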
SR-BI HDL uptake: blocks mouse SR-BI lipid uptake from DiI-HDL. Q61009. ldlA[mSR-BI] CHO cells, DiI-HDL uptake fluorescence, 3 h. inhibition, % at 12.5 µM. 320,000 tested, 0.96% active;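 active means mean replicate inhibition of at least 70% and a set share of replicates each scoring 70 or more; inconclusive means meets just one of the two criteria; inactive means fails both criteria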;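 further: 0% = median of neutral control wells and 100% = median of positive control wells; values of inactives mirror those of a sister screen read the other way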
Target sequence (Q61009 whole entry, looked up): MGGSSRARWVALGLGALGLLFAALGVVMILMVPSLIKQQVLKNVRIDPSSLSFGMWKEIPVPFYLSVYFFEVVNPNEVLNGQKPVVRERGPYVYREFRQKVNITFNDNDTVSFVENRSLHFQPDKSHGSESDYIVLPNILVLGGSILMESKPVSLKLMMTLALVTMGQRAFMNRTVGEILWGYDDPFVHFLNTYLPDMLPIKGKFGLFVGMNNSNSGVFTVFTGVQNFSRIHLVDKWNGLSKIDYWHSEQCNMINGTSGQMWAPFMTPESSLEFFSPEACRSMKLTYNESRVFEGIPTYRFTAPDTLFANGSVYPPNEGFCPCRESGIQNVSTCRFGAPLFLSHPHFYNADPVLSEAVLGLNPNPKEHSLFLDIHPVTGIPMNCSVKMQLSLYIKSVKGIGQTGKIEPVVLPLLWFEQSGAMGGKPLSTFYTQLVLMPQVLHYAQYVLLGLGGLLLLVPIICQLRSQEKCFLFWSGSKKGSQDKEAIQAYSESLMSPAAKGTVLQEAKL
CAL PDZ FP-1: human CAL PDZ-peptide interaction inhibition | AID 504414 | inhibition, % at 20 µM | 330,000 tested, 0.02% active | purified CAL PDZ, TMR-peptide fluorescence polarization, 1 h | Q9HD26;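 active means highest replicate inhibition of at least 40%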;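 further: plate controls were DMSO neutral control wells for no effect and unlabeled competitor peptide control wells for full effect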
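Material: tagged CAL PDZ domain; buffer or medium: 25 mM sodium phosphate pH 7.4, 150 mM NaCl, TCEP, IgG, Thesit; compound dosing: single point, 20 µM; schedule: 1 h incubation at room temperature before polarization reading; measured by: FP readout, S and P plane fluorescence; read-out basis: percent inhibition from loss of millipolarization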
CAL PDZ FP-2: blocks peptide binding to the human CAL PDZ domain; 300,000 tested, 0.92% active; inhibition, % at 24.9 µM; Q9HD26; purified CAL PDZ, TMR-peptide fluorescence polarization, 1 h; AID 602252;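 active means mean inhibition of at least 30% with at least half of replicates also reaching 30%; inconclusive means no clear call, values can overlap the other calls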;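 further: 0% = DMSO neutral control and 100% = excess unlabeled competitor peptide PRC23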
Tat transport: inhibitors of E. coli Tat protein transport; 340,000 tested, 0.036% active; E. coli MC4100 TorA-mCherry Tat export, fluorescence; inhibition, % at 10 µM;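 active means mean replicate inhibition at least 50% and at least half of replicates individually reaching 50%; inconclusive means only one of the two criteria met; inactive means neither criterion met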;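 further: exported cargo escapes ClpAP degradation while cytoplasmic cargo is degraded and loses fluorescence; 0% = median of neutral control wells and 100% = median of NaSCN control wells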
AddAB inh: less growth of phage-infected E. coli with AddAB; 330,000 tested, 0.29% active; AID 435030; E. coli expressing H. pylori AddAB, absorbance growth; inhibition, % at 11.9 µM; in the data active means inhibition above about 12%;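 further: 0% = vehicle wells of infected cells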
MITF TRPM1 HTS: MITF TRPM1 promoter activation in melanoma cells; SK-MEL-5 TRPM1-promoter luciferase, 24 h; % of positive control, neutral wells = 0; activation, % at 12.5 µM; 300,000 tested, 0.75% active;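 active means mean activation of at least 80% with every replicate also reaching 80%; inconclusive means mean reaches 80% but some replicate falls short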;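 further: 0% = neutral control wells and 100% = parthenolide positive control wells; values of inactives mirror those of a sister screen read the other way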
SR-BI DiI-HDL act: enhances SR-BI lipid uptake from DiI-HDL | 320,000 tested, 0.096% active | AID 504775 | CHO ldlA[mSR-BI] cells, DiI-HDL uptake fluorescence, 3 h; 100 = double the neutral-control signal | activation, % at 12.5 µM;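 active means mean replicate activation of at least 60% and every replicate at or above 60%; inconclusive means mean or all-replicate condition met, but not both; inactive means mean below 60% and not all replicates reaching 60%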;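 further: 0% = median plate neutral-control signal and 100% = twice that signal; values of inactives mirror those of a sister screen read the other way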
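Assay system: LDL receptor-deficient CHO ldlA cells overexpressing murine SR-BI / Medium: BSA-supplemented, HEPES-buffered Ham's F12, pH 7.4 / Probe or stimulus: DiI-labelled HDL at 10 µg/mL final / Timing: compound with DiI-HDL co-incubation, 3 h at 37 °C / Technique: bottom-read cell fluorescence after medium removal, ex 550/em 595 nm / Measure: HDL uptake via cellular fluorescence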
E coli growth: reduces bacterial viability in AddAB counter-screen; E. coli V3065 growth, OD600 absorbance, 18 h; inhibition, % at 11.9 µM; 330,000 tested, 0.27% active;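 active means inhibition above the campaign's mean inhibition across all tested compounds plus 3 SD, cut at about 9.9% in these data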;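 further: uninfected addAB+ strain grown without phage in ampicillin broth; 0% = DMSO wells and 100% = ciprofloxacin 0.95 µg/ml wells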
* marks the source's active call; other numbers are inactive results; ? = inconclusive; / = no result given.

Letter code – A = phage Ecoli inh; B = Wnt act; C = SR-BI HDL uptake; D = CAL PDZ FP-1; E = CAL PDZ FP-2; F = Tat transport; G = AddAB inh; H = MITF TRPM1 HTS; I = SR-BI DiI-HDL act; J = E coli growth
1: CCc1cc2ccc(C)c(C)c2nc1SCC(=O)NNC(=O)c1ccco1
  A = -1.7; B = -4; C = /; D = -1.0; E = /; F = 1; G = 0.8; H = 12; I = /; J = -0.8
2: O=C(CSc1nnc(-c2ccccc2)o1)N1CCOCC1
  A = 1.5; B = 3; C = 46; D = -3.6; E = 2; F = 1; G = 0.1; H = /; I = -46; J = -0.4
3: Cc1cccc(NC(=O)c2nc[nH]c2C(=O)N[C@@H](C)c2ccccc2)c1
  A = 0.0; B = -7; C = -4; D = -1.1; E = -3; F = -5; G = -1.7; H = -2; I = 4; J = -2.4
4: COc1cccc(C(=O)Nc2nnc(-c3ccccc3)s2)c1
  A = 0.8; B = 36*; C = -4; D = -0.5; E = -2; F = -6; G = /; H = ?; I = 4; J = /
5: CC(NC(=O)Cc1ccc(S(=O)(=O)N2CCOCC2)s1)c1ccc(Cl)c(Cl)c1 (centres undefined)
  A = 2.9; B = 0; C = -8; D = -2.1; E = 1; F = 4; G = 0.8; H = 10; I = 8; J = -2.2
6: O=C(Nc1nc(-c2ccncc2)cs1)C1c2ccccc2Oc2ccccc21
  A = 1.7; B = -5; C = -5; D = -1.8; E = /; F = 16; G = 1.8; H = -2; I = 5; J = 0.3
7: CC1CC(C)CN(C(=O)c2cc3cc(Br)cc(Br)c3o2)C1 (centres undefined)
  A = 6.3; B = 1; C = 44; D = -6.1; E = 0; F = -1; G = 2.6; H = 83*; I = -44; J = 2.0
8: COC(=O)CCC(=O)c1oc2ccccc2c1NC(=O)CCCN1C(=O)c2ccccc2C1=O
  A = -0.5; B = -3; C = -2; D = /; E = 0; F = -9; G = 1.5; H = 0; I = 2; J = -0.3
9: CCC(ONc1ccccc1C(F)(F)F)(C(=O)NN(C)C)c1ccccc1 (centres undefined)
  A = 17*; B = 0; C = 28; D = 0.6; E = 3; F = -10; G = 101*; H = 8; I = -28; J = 23*
10: Nc1ccc(S(=O)(=O)N2CCc3ccccc32)cc1
  A = 1.1; B = 0; C = -3; D = 3.7; E = -1; F = -6; G = 2.5; H = -1; I = 3; J = 0.8
11: CCOC(=O)c1nn(-c2ccccc2F)c(-c2ccccc2)c1C(=O)c1ccccc1
  A = 1.6; B = /; C = -21; D = -1.5; E = 0; F = 7; G = 2.3; H = -14; I = 21; J = 2.3
12: COc1ccc(CC(=O)N/N=C/c2ccc(-c3ccc(F)cc3)o2)cc1OC
  A = 1.8; B = 3; C = 43; D = -1.0; E = 8; F = -7; G = 0.1; H = 8; I = -43; J = -0.9
13: Cc1ccc2nc(SCC(=O)NCc3ccco3)[nH]c2c1
  A = 0.8; B = /; C = -14; D = -1.2; E = /; F = 5; G = -1.5; H = -1; I = 14; J = -1.1
14: C/C(=N\NC(=O)c1cccnc1)c1cccc([N+](=O)[O-])c1
  A = 2.9; B = 1; C = 8; D = -0.9; E = 2; F = 3; G = 0.5; H = 5; I = -8; J = 1.4
15: O=C(NC1CC1)c1cc(F)c(F)cc1Cl
  A = 2.7; B = -4; C = 6; D = /; E = -2; F = 1; G = 1.5; H = -3; I = -6; J = 1.0
16: COc1ccc(CN(C)C(C)C(=O)Nc2ccc(S(=O)(=O)N3CCOCC3)cc2)c(OC)c1 (centres undefined)
  A = -1.5; B = -1; C = 2; D = -0.7; E = -3; F = 1; G = -2.4; H = 0; I = -2; J = -1.0
17: CCN(CC)CCCNC(=O)c1ccc(Cl)c(S(=O)(=O)Nc2ccccc2OC)c1
  A = 2.8; B = -4; C = 24; D = -0.3; E = 0; F = -4; G = -1.1; H = /; I = -24; J = -1.4
18: O=S(=O)(NC1CCCCC1)c1cccc2nsnc12
  A = -1.1; B = 0; C = 8; D = -1.9; E = 2; F = -4; G = -0.1; H = 0; I = -8; J = -0.6
19: COc1ccc(/C=N/NC(=S)Nc2ccccc2)cc1COc1ccccc1F
  A = 1.3; B = -1; C = /; D = /; E = /; F = /; G = 4.2; H = /; I = /; J = 1.0
20: CCCCC(O)(CCCC)C(=O)NN(C(=O)OCC)c1ccccc1
  A = -0.1; B = -3; C = -40; D = 0.3; E = -1; F = -3; G = 2.4; H = -7; I = 40; J = 1.4
21: CCN(CC)S(=O)(=O)N1CCC(C(=O)NCc2ccc(C)cc2)CC1
  A = -1.6; B = 2; C = 4; D = 0.6; E = -2; F = 4; G = 2.1; H = -6; I = -4; J = 0.6
22: NC(=O)C1CCN(c2ncnc3c(-c4ccccc4)nsc23)CC1
  A = 1.6; B = 22; C = -27; D = -1.6; E = 0; F = -1; G = 1.0; H = /; I = 27; J = -0.3
23: Nc1c(C(=O)Nc2ccccc2)c2nc3ccccc3nc2n1CCCN1CCOCC1
  A = 0.1; B = 3; C = -39; D = 1.3; E = -5; F = 7; G = 1.7; H = /; I = 39; J = -2.3
24: Nc1ccc(C(=O)NCC(=O)O)cc1
  A = 2.4; B = 3; C = -13; D = -0.5; E = 6; F = 1; G = 2.9; H = 3; I = 13; J = 3.1
25: CCn1c(=O)c2cc(C(=O)NCCN3CCOCC3)sc2c2ccccc21
  A = -0.2; B = 10; C = 88*; D = -0.9; E = -3; F = -5; G = -1.9; H = -5; I = -88; J = -1.3
26: c1ccc(-c2cc3c(N4CCOCC4)ncnc3s2)cc1
  A = 1.4; B = -1; C = 51; D = -2.1; E = -5; F = 9; G = 1.5; H = 23; I = -51; J = -0.9
27: Cc1ccccc1C(OCC(O)CN1CCC(C(N)=O)CC1)c1ccccc1 (centres undefined)
  A = 1.8; B = -1; C = /; D = -1.1; E = -5; F = 0; G = 0.4; H = 4; I = /; J = 0.2
28: COc1ccccc1NS(=O)(=O)c1cc(NC(=O)c2ccc3ccccc3n2)ccc1Cl
  A = 1.0; B = /; C = -24; D = -3.4; E = 0; F = -4; G = 3.7; H = -6; I = 24; J = -0.5
29: C#CCn1c(=NC(=O)c2ccc(S(=O)(=O)N3CCc4ccccc4C3)cc2)sc2cc(S(N)(=O)=O)ccc21
  A = /; B = /; C = -7; D = -0.2; E = /; F = -3; G = -1.4; H = -90; I = 7; J = -1.6
30: COc1ccc(CC(=O)NNc2ncnc3c2cnn3-c2ccccc2)cc1
  A = 2.7; B = 0; C = 9; D = -1.3; E = 6; F = -8; G = -2.4; H = 1; I = -9; J = -2.8
31: O=C(COC(=O)C(Cc1ccccc1)NC(=O)c1ccccc1)c1ccccc1 (centres undefined)
  A = 3.7; B = 4; C = -2; D = -1.7; E = 1; F = -6; G = -0.7; H = 1; I = 2; J = -1.8
32: Cc1ccc(C(=O)OC2CCS(=O)(=O)c3sccc32)cc1 (centres undefined)
  A = 3.9; B = -3; C = -17; D = -0.5; E = /; F = -14; G = 2.1; H = /; I = 17; J = -0.6
33: COc1cccc(NC(=O)Nc2nc(-c3ccc(OC)c(OC)c3)cs2)c1
  A = 2.8; B = -8; C = 77*; D = 0.5; E = -5; F = -2; G = 2.9; H = -80; I = -77; J = -1.3
34: COc1ccc(CN(C(=O)c2nsc(Cl)c2Cl)C(C(=O)NC2CCCC2)c2ccc(C)cc2)cc1 (centres undefined)
  A = 1.7; B = 2; C = -5; D = -2.2; E = 1; F = -10; G = -1.1; H = 14; I = 5; J = 2.5
35: Cc1ccc(CNC(=O)CCCCCNc2nc(=S)[nH]c3ccccc23)cc1
  A = 2.7; B = -19; C = /; D = /; E = /; F = /; G = 0.8; H = /; I = /; J = 2.0
36: Nc1c(Cl)cc(Cl)cc1C(=O)OCC(=O)N1CCCC1=O
  A = /; B = /; C = 18; D = -2.1; E = -2; F = -1; G = 2.4; H = 3; I = -18; J = 1.2
37: COc1ccc(CCNC(=O)C2CCCN(S(C)(=O)=O)C2)cc1 (centres undefined)
  A = 1.5; B = 0; C = -16; D = 0.4; E = -5; F = 14; G = 0.2; H = /; I = 16; J = -1.0
38: CCCC(=O)Nc1cc(C(F)(F)F)ccc1N1CCOCC1
  A = 2.1; B = -4; C = -10; D = 0.5; E = 35*; F = 4; G = 1.5; H = -5; I = 10; J = -1.2
39: Cc1ccc(OCCC(=O)Nc2cc(S(=O)(=O)N3CCOCC3)ccc2N2CCCC2)cc1
  A = 1.3; B = -1; C = -13; D = 0.5; E = -1; F = 3; G = /; H = 2; I = 13; J = /
40: COc1ccc(C2Nc3ccccc3C(=O)N2NS(C)(=O)=O)cc1 (centres undefined)
  A = 2.5; B = 0; C = 4; D = -2.5; E = -3; F = -7; G = -0.5; H = 1; I = -4; J = 0.7
41: CCOc1ncccc1C(=O)Nc1cccc(-c2nc3cccnc3s2)c1
  A = 0.5; B = 29; C = 18; D = -1.3; E = -3; F = 6; G = 1.4; H = 10; I = -18; J = -2.3
42: O=C(Cn1cc(C(=O)COc2ccccc2)c2ccccc21)NCc1ccco1
  A = 1.8; B = /; C = /; D = -1.4; E = -2; F = -2; G = 4.3; H = 6; I = /; J = 1.7
43: Nc1nc(N)nc(-c2cc(F)ccc2O)n1
  A = 1.4; B = 8; C = -15; D = 0.6; E = 0; F = 7; G = 3.4; H = 3; I = 15; J = 1.0
44: COc1ccc(-c2nn(CCC#N)cc2/C=N/O)cc1
  A = 2.3; B = -2; C = -23; D = 0.2; E = -2; F = -2; G = -1.3; H = 23; I = 23; J = -1.0

3 entries from above, arranged by molecular weight, largest number first.
Letter code – A = phage Ecoli inh; B = Wnt act; C = SR-BI HDL uptake; D = CAL PDZ FP-1; E = CAL PDZ FP-2; F = Tat transport; G = AddAB inh; H = MITF TRPM1 HTS; I = SR-BI DiI-HDL act; J = E coli growth
29: C#CCn1c(=NC(=O)c2ccc(S(=O)(=O)N3CCc4ccccc4C3)cc2)sc2cc(S(N)(=O)=O)ccc21
  A = /; B = /; C = -7; D = -0.2; E = /; F = -3; G = -1.4; H = -90; I = 7; J = -1.6
41: CCOc1ncccc1C(=O)Nc1cccc(-c2nc3cccnc3s2)c1
  A = 0.5; B = 29; C = 18; D = -1.3; E = -3; F = 6; G = 1.4; H = 10; I = -18; J = -2.3
2: O=C(CSc1nnc(-c2ccccc2)o1)N1CCOCC1
  A = 1.5; B = 3; C = 46; D = -3.6; E = 2; F = 1; G = 0.1; H = /; I = -46; J = -0.4
